High-throughput results from PubChem.
G6PDH CS – L. mesenteroides G6PDH inhibition counter-screen | inhibition, % at 5 µM | Purified L. mesenteroides G6PDH, diaphorase/resazurin coupled fluorescence, 45 min | 0.12% of 200,000 active; in the data active = inhibition above about 50%
PPARg SRC3 recr – promotes SRC-3 coactivator recruitment by human PPARgamma; P37231; biochemical PPARgamma/SRC-3 coactivator recruitment assay; AID 731; activation, % at 8 µM; 0.26% of 200,000 active; in the data active = activation above about 23%;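 note: 0% = DMSO and 100% = reference agonist; some compounds past the cut are filed as inactive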
PPARg SRC-1 ag – PPARgamma-driven SRC-1 recruitment agonism; activation, % at 8 µM; PPARgamma-SRC-1 coactivator recruitment biochemical assay; 0.41% of 200,000 active; in the data active = activation above about 19%;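 note: 0% = DMSO and 100% = reference agonist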
SRC2 TRFRET art – TR-FRET artefact, counter-screen to PPARgamma/SRC-2 agonist assay; AID 1049; 0.4% of 200,000 active; TR-FRET ratio at 8 µM; active compounds read high; in the data active = TR-FRET ratio above about 2000; note: inactives centre near 1500
PPARg SRC2 recr – PPARgamma-driven SRC-2 recruitment agonism. PPARgamma LBD-SRC-2 recruitment, biochemical. P37231. 0.34% of 200,000 active. activation, % at 8 µM; in the data active = activation above about 22%;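 note: 0% = vehicle and 100% = reference agonist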
PMI act – activators of human phosphomannose isomerase; P34949; purified human PMI, coupled resazurin fluorescence, 20 min; active compounds read high; 1 = vehicle control, 0 substrate-free wells; activation factor at 20 µM; 0.005% of 190,000 active;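 active = activation factor of 2 or more at 20 µM, relative to plate controls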
Target sequence (P34949 whole entry, looked up): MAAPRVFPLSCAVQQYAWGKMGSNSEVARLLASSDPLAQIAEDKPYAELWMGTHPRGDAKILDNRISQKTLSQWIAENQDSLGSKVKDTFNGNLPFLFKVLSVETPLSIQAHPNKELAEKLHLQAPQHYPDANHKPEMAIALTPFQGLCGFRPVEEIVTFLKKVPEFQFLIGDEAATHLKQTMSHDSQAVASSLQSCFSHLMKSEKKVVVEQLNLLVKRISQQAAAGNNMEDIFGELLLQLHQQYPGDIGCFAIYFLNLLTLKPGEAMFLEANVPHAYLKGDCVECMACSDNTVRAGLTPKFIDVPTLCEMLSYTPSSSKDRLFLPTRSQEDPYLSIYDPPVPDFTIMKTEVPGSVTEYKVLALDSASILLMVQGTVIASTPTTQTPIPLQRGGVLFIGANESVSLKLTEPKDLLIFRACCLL
S1P3 antag – antagonists of human S1P3 receptor | CHO S1P3 NFAT-BLA reporter, FRET fluorescence, antagonist mode | inhibition, % at 4.98 µM | 0.27% of 170,000 active | AID 485;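 active = inhibition above the plate cutoff, the mean inhibition of test wells on that plate plus 3 SD, cut at about 28% in these data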;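 note: cells challenged with S1P at its EC80 of 0.8 µM; blue over green emission ratio from cleaved BLA substrate after 4 h stimulation; 0% = S1P-stimulated wells and 100% = unstimulated DMSO-only wells; some compounds past the cut are filed as inactive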
Target sequence (Q99500 whole entry, looked up): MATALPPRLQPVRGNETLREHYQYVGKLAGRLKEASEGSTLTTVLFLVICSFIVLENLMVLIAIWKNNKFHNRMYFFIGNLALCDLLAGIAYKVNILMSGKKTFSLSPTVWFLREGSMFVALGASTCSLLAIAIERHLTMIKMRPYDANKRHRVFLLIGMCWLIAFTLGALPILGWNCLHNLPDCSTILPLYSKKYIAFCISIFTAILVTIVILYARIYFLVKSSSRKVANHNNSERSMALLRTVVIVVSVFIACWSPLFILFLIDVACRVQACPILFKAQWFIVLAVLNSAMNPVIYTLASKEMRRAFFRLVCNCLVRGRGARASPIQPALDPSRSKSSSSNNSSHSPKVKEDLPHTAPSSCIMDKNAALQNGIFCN
Diaph inh CS – diaphorase inhibition or chemical oxidation counter-screen. diaphorase resazurin-to-resorufin fluorescence, NADH, 16 min; bacterial (C. kluyveri) enzyme, not human. inhibition, % at 20 µM. 0.69% of 190,000 active. AID 1217;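 active = primary screen inhibition at 20 µM above a set limit, cut at about 50% in these data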;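 note: plate controls were DMSO with full reaction for no effect and wells lacking NADH for full effect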
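System: Diaphorase enzyme from Clostridium kluyveri | Amount: Enzyme working solution with 0.14 U/mL diaphorase | Benchmarks: No-NADH positive control and DMSO neutral control | Signal: Fluorescence of resorufin formed from resazurin, Ex 544/Em 590 nm | Schedule: 16-min room-temperature incubation before reading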
ROMK primary – modulators of human ROMK potassium channel | P48048 | Tet-inducible ROMK, thallium flux fluorescence; actives lie on both sides | B-score at 10 µM | 2% of 130,000 active;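 active = signal ratio slope over the read window, or its plate-corrected B-score, at least 3 SD from the plate mean, either direction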;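 note: B-score of the F/F0 ratio slope over 7 to 12 s after thallium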
Diaphorase act – diaphorase activation or chemical reduction counter-screen; Diaphorase/resazurin coupled assay, resorufin fluorescence, 16 min; active compounds read high; 1 = vehicle wells, 0 = NADH-free wells; activation factor at 20 µM; 0.005% of 190,000 active; AID 1229;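 active = diaphorase activity raised at least twofold by the compound at 20 µM; inactive = activation factor below 2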
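Material: purified diaphorase enzyme from Clostridium kluyveri / Medium: HEPES pH 7.4 buffer with MgCl2 and Tween 20 / Schedule: enzyme reaction of 16 min at room temperature / Measured by: resorufin fluorescence, excitation 544 nm, emission 590 nm / Evaluation: rise in resorufin formation, marking diaphorase activation or chemical reduction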
PMI act hi M6P – increases human PMI activity with near-saturating mannose 6-phosphate. P34949. coupled PMI enzyme assay, resazurin fluorescence, 20 min; active compounds read high; 1 = untreated enzyme, 0 = substrate-free blank. activation factor at 20 µM. 0.34% of 190,000 active. AID 1216;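 active = activation factor of 2 or more at 20 µM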
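Technique: Diaphorase-driven resazurin-to-resorufin fluorescence, excitation 544, emission 590 nm | Assay system: Human PMI in coupled enzyme assay | Times: Enzyme reaction with compound 20 min at room temperature | Medium: HEPES-buffered pH 7.4 with magnesium and detergent | Reagent: Mannose-6-phosphate 1.0 mM (near-saturating) plus 0.22 mM NADP+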
* = called active by the depositor; · = no result given.

SMILES,G6PDH CS,PPARg SRC3 recr,PPARg SRC-1 ag,SRC2 TRFRET art,PPARg SRC2 recr,PMI act,S1P3 antag,Diaph inh CS,ROMK primary,Diaphorase act,PMI act hi M6P
COc1cccc(N(CC(=O)NCCSc2ccccn2)S(C)(=O)=O)c1,17,-5,6,1631,6,1.1,·,0,0.48,1,1.1
C[N+](C)(C)CCCCCC(=O)/C=N/O,3,3,-2,1638,7,0.5,16,14,·,0.9,0.8
COc1ccc2nc(NC(=O)C(NS(=O)(=O)c3cccc4nsnc34)C(C)C)sc2c1 (stereo not given),1,-10,8,1449,-9,1,·,14,·,0.9,1
C/C(Cc1ccccc1)=N\NC(=O)c1ccc(F)cc1,13,-2,0,1544,2,1,8,0,0.72,1,1
CC(=O)c1ccc(N2Cc3ccccc3/C2=N\C(=O)Nc2ccccc2)cc1,-46,4,2,1534,1,0.9,-4,10,·,0.9,1
CN(Cc1ccccc1)C(=O)c1ccccc1NC(=O)C1CC1,10,6,-3,1628,4,1.1,0,4,0.24,1,1.1
COc1ccc(C2CC(c3ccccc3)=NN2c2ccc(S(N)(=O)=O)cc2)cc1OC (stereo not given),0,0,-10,1372,-7,1,-15,12,0.32,0.9,0.9
O=C(CSc1nnc(-c2ccc(S(=O)(=O)N3CCCC3)cc2)n1CC1CCCO1)NC1CC1 (stereo not given),-7,-7,1,1420,-9,0.9,-13,6,·,0.9,1
CC(=O)Oc1cccc(N2C(=O)c3ccc(C(=O)Nc4cccnc4)cc3C2=O)c1,2,4,6,1691,8,1.1,-7,6,-0.028,0.9,1.1
O=c1c2ccccc2c(-c2ccc(F)cc2)nn1-c1ccc(C(F)(F)F)cc1,5,6,-8,1540,7,0.9,·,5,·,0.9,1
COc1cc(CNc2ccc3c(c2)OCCO3)ccc1OCC(N)=O,12,1,-1,1513,2,·,-12,·,·,·,·
CC(C)(C#N)Nn1cnnc1,1,6,3,1472,8,1,-2,5,·,1,1
Cc1ccc2[nH]c(C)c(CCNC(=O)c3cc4cc([N+](=O)[O-])ccc4oc3=O)c2c1,-18,-5,-1,1441,2,0.8,5,16,-0.73,0.8,0.9
Cn1nnnc1SCc1cc(=O)[nH]c2ccccc12,2,-3,-6,1403,7,0.9,14,10,-0.065,0.9,1
O=C(CN1C(=O)c2ccccc2C1=O)OCCOCCN=C1NS(=O)(=O)c2ccccc21,8,-3,3,1668,-1,0.9,2,2,0.023,1,1
CCOC(=O)CC(N)c1ccc(OC)cc1 (stereo not given),0,4,2,1648,3,1,·,6,0.032,0.9,1

Entries listed so far containing an aryl thioether with sulfur outside any ring (three):
SMILES,G6PDH CS,PPARg SRC3 recr,PPARg SRC-1 ag,SRC2 TRFRET art,PPARg SRC2 recr,PMI act,S1P3 antag,Diaph inh CS,ROMK primary,Diaphorase act,PMI act hi M6P
COc1cccc(N(CC(=O)NCCSc2ccccn2)S(C)(=O)=O)c1,17,-5,6,1631,6,1.1,·,0,0.48,1,1.1
O=C(CSc1nnc(-c2ccc(S(=O)(=O)N3CCCC3)cc2)n1CC1CCCO1)NC1CC1 (stereo not given),-7,-7,1,1420,-9,0.9,-13,6,·,0.9,1
Cn1nnnc1SCc1cc(=O)[nH]c2ccccc12,2,-3,-6,1403,7,0.9,14,10,-0.065,0.9,1

Next section
SMILES,G6PDH CS,PPARg SRC3 recr,PPARg SRC-1 ag,SRC2 TRFRET art,PPARg SRC2 recr,PMI act,S1P3 antag,Diaph inh CS,ROMK primary,Diaphorase act,PMI act hi M6P
Cc1ccc(-n2c(C)cc(/C=N/NC(=O)CC3(C)OCCO3)c2C)c(C)c1,4,0,11,1520,0,0.9,·,10,1.6,0.9,0.9
COCCNC(=O)CSc1nc2c(n1-c1ccccc1)CCCC2,·,-5,-2,1326,-2,·,-10,·,0.4,·,·
CC(=O)N1CCC(N(CCN2CCOCC2)C(=S)Nc2cccc(C)c2)CC1,6,3,0,1687,10,1,-28,-4,0.7,1,1.1
CC(=O)Nc1ccc(Sc2ncccc2C(=O)Nc2ccc(OC(F)(F)F)cc2)cn1,28,6,3,1641,11,1,·,-12,·,1.1,1
Cc1cccc(NCc2nc3ccccc3n2Cc2ccccc2)c1,1,-5,-3,1478,-7,0.8,·,37,-0.24,0.6,0.8
Cc1ccc(NC(=S)c2nc3ccccc3[nH]2)cc1,12,8,9,1617,7,0.9,·,5,·,1,1
COc1cccc(OCCn2cc(/C=N/NC(=O)c3ccncc3)c3ccccc32)c1,-4,1,0,1498,7,0.9,4,20,·,0.8,0.9
CN(Cc1ccccc1)C(=O)c1nc2ccccn2c1CN1CCCC1c1nccs1 (stereo not given),4,9,3,1709,10,0.9,0,17,0.32,0.8,0.9
O=c1[nH]c2cc(Cl)c([N+](=O)[O-])nc2[nH]1,-11,4,-8,1657,5,0.8,-9,22,·,0.8,0.8
CCOc1cccc(CNc2ccc(O)cc2)c1OCc1ccc(Cl)cc1Cl,5,3,2,1739,10,0.6,·,30,1.6,0.7,0.8
COC(=O)c1cc2c(ccn2-c2ccc(F)cc2)n1C(C)C,13,8,4,1645,4,1,·,12,·,0.9,0.8
COc1cccc(CN(C)CC(=O)Nc2cc3oc4ccccc4c3cc2OC)c1,-6,1,7,1546,13,0.9,12,12,-1.1,0.9,0.9
O=C(CCn1cnc2ccccc2c1=O)Nc1ccc(Cl)c(Cl)c1,-2,-9,0,1389,-9,1,·,3,-0.17,1,1
CC(C)(C)NC(=O)C(c1ccc(F)cc1)N(Cc1ccco1)C(=O)c1csnn1 (stereo not given),-4,0,5,1676,1,1,-13,13,·,0.9,1
CCCN(C(=O)CCl)C1=CCCCC1,4,2,12,1636,7,1.3,4,3,-2,1,1.1
CC12CC(NC(=O)N1c1cccc(C(=O)Nc3ncn[nH]3)c1)c1ccccc1O2 (stereo not given),4,1,-4,1731,11,0.8,·,15,-0.39,0.8,0.9
Cc1cc(C)cc(N(C(=O)Cc2cccs2)C(C(=O)NC2CCCCC2)c2ccccn2)c1 (stereo not given),11,1,-10,1435,6,1,·,12,-2.6,0.9,0.9
CC(C)Cn1c(N)c(C(=O)COC(=O)c2ccccc2Cl)c(=O)n(C)c1=O,4,8,4,1631,17,1,9,14,-1.2,0.9,1
Cc1ccc(C(=O)NCc2ccccn2)cc1Cl,20,5,2,1389,5,1,3,3,0.95,1,1
Cc1ccccc1S(=O)(=O)Cc1ccc(C(=O)NCCN2CCN(Cc3ccccc3)CC2)o1,-12,0,-4,1600,-8,0.9,5,6,-0.01,0.9,1
COC(=O)COc1ccc2c(=O)c(-c3ccccc3OC)coc2c1,10,2,0,1551,-5,1.1,-4,8,·,0.9,1.1
Cc1cc(C)n(-c2cc(N3CCN(S(=O)(=O)c4ccc(C)c(C)c4)CC3)ccc2[N+](=O)[O-])n1,2,-4,-6,1784,-2,0.9,·,16,·,0.8,0.9
O=[N+]([O-])c1ccc(N2CCOCC2)cn1,14,0,-4,1438,2,0.9,-6,15,0.57,0.8,0.8
COc1ccc(C2CC(c3ccccc3)=NN2C(=O)c2ccc(Cl)c([N+](=O)[O-])c2)cc1 (stereo not given),8,4,-8,1456,4,1,-8,5,0.025,0.9,1.2
COc1ccc(C2NCCO2)cc1OC (stereo not given),12,-2,-4,1562,6,1.1,-3,1,·,1,1
Cc1ccc(NC(=O)CCC(=O)NNC(=O)C(C)(C)C)c(C)c1,11,-3,-5,1342,-3,1.1,-6,6,-0.21,0.9,1
CCCCOc1ccc(OCCCC)c2c1NC1(N2)C(=O)N(C(C)=O)c2ccccc21,-2,-3,0,1536,-5,1,0,4,·,1,0.9
CCOC(=O)C1(S(=O)(=O)c2ccc(Cl)cc2)CCN(Cc2ccc(C)cc2)CC1,-1,-1,-8,1475,-10,0.9,·,15,·,0.8,0.9
Brc1ccc(Nc2nc3ccccc3n3nnnc23)cc1,4,1,6,1532,7,1,·,1,-0.69,1,1.1
C=CCNC(=O)c1ccc(Sc2ccc(C)cc2)c([N+](=O)[O-])c1,-8,-6,6,1450,1,1,·,16,·,0.8,1
CC(C)(C)c1ccc(OCC(=O)OCCNC(=O)c2cccnc2)cc1,-3,0,-9,1445,-4,0.9,·,27,·,0.7,0.9
CCC(C)NS(=O)(=O)c1ccc(OCC(=O)N2CCCCC2)cc1 (stereo not given),7,-6,5,1476,2,1.2,·,-13,0.55,1.1,1.2
CCOC(=O)Cn1c(=O)oc2cc(S(=O)(=O)N3CCn4c3nc3ccccc34)ccc21,-10,16,7,1452,3,0.9,·,14,·,0.9,0.9
Cn1nnnc1SCC(=O)NCc1ccco1,-9,-7,-8,1423,-6,0.9,-4,14,·,0.9,0.9
